Screens as filed in PubChem BioAssay.
Giardia killer – kills Giardia lamblia; Giardia lamblia trophozoite viability; AID 540267; actives 0.15% (n = 340,000); activity change, % at 7.66 µM, hits read low; in the data active = activity change below about -80%; inconclusive = between about -30% and that limit;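 also: parasites exposed to compound for two days anaerobically before the ATP read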
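Viability, read as ATP luminescence: trophozoites at 100 cells/well, compound added, 48 hrs anaerobic at 37 deg C, then 15-30 min room-temperature development before reading.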
uPA surface inh – inhibitors of cell surface uPA generation. actives 0.31% (n = 330,000). cell surface uPA generation assay, qHTS. AID 540303. Potency, µM (highest dose often 38.3 µM), for inactives: at the highest dose activity change, negative = inhibition, actives largely listed as inhibitors; active = well fitted inhibition curve with a large enough effect; inconclusive = small, poorly fitted or top-dose-only effect; inactive = no such curve, though single readings can be large or run the other way; tested in mouse RAW 264.7 cells; also: potency is read from the fitted curve at half-maximal effect; nearly all actives have a fitted effect of over 55% in size
hERG WT inh – blocks the wildtype human KCNH2 potassium channel | U2OS, BacMam KCNH2, thallium flux FluxOr; stronger effect = lower value | activity change, % at 1.84 µM | actives 0.37% (n = 340,000) | AID 720551 | Q12809;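 active = maximum activity change below -70%; inconclusive = maximum activity change between -70% and -50%; inactive = maximum activity change above -50%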
Target sequence (Q12809 whole entry, looked up): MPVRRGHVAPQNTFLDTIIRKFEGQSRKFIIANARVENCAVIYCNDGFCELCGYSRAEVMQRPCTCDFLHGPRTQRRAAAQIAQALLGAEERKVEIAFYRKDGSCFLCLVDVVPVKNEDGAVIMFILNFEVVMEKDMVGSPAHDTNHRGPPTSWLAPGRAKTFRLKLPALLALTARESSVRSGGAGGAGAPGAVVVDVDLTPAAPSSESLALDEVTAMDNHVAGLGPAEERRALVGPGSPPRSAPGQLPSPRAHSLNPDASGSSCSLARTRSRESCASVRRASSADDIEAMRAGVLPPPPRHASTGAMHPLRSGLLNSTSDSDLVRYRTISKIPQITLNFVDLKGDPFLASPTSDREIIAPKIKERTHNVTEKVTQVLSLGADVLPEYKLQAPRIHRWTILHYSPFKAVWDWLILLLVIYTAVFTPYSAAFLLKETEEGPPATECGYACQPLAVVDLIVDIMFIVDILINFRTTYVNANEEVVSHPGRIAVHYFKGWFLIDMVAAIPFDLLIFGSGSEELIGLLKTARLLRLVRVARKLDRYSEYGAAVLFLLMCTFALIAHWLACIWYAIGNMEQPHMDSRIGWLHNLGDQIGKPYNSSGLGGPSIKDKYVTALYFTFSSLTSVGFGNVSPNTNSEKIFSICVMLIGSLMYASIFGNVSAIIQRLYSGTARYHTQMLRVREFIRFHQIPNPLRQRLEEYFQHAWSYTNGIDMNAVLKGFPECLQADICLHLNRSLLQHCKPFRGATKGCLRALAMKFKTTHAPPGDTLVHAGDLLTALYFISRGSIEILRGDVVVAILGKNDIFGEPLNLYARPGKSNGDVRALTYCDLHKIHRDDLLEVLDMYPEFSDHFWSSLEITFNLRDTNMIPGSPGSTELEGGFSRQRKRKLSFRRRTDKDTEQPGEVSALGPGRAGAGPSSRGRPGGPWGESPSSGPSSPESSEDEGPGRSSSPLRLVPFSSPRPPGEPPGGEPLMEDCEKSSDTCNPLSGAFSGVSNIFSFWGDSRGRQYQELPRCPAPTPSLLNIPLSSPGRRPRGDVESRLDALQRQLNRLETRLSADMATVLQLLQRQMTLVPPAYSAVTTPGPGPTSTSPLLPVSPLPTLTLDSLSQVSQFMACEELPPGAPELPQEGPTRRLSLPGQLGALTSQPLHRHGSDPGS
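U2OS cells were transduced with wild-type KCNH2 virus (2.03 x 10^8 / mL) for 4 h at room temperature, then cultured overnight at 37 C. Thallium flux was read with FluxOr dye. Rate constants were normalized to DMSO controls.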
KCNH2 3.1 inh – KCNH2 3.1 (human) potassium channel inhibition. activity change, % (tested at about 1.8 µM). actives 0.95% (n = 340,000). U2OS KCNH2 3.1, thallium flux FluxOr; stronger effect = lower value;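 active = maximum activity change below -70%; inconclusive = maximum activity change from -70% to -50%; inactive = maximum activity change above -50%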;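 also: thallium influx rate constant from kinetic fluorescence after stimulation buffer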
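Virally transduced U2OS (3.1 isoform, 4 h infection in dark at RT) → overnight 37 C → FluxOr + Red40 in HBSS/HEPES, 45 min → stimulation buffer, 2 min kinetic read → rate constant vs DMSO controls.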
* = called active by the depositor; u = inconclusive; x = not tested or not shown. % is scaled to controls: 0 for no effect and ±100 for the full control effect. Some of the compounds tested; rates above refer to the full screens.

SMILES	Giardia killer	uPA surface inh	hERG WT inh	KCNH2 3.1 inh
COc1ccc(-c2noc(CN(C)C(=O)CCCN3C(=O)[C@H]4CC=CC[C@H]4C3=O)n2)cc1	x	x	-2	5
COc1ccc(C(=O)N/C(=C\c2ccc(Cl)cc2)C(=O)NCCN2CCOCC2)cc1	x	x	-12	u
CC(C)CC1NC(=O)c2cccnc2-n2c1nc1cc(F)c(F)cc1c2=O (centres undefined)	x	x	11	1
Cc1cn([C@H]2C[C@H](O)[C@@H](CNC(=O)[C@@H]3CCCN3Cc3ccccc3)O2)c(=O)[nH]c1=O	x	x	-6	-10
Cc1nc2ccc(NC(=O)c3ccccc3)cc2c(=O)n1Cc1ccc(F)cc1	x	x	-2	-9
COCOCCn1cc(CN2CCS(=O)(=O)N(Cc3ccc(-c4ccncc4)cc3)C(C(C)C)C2=O)nn1 (centres undefined)	x	x	1	2
O=C1[C@H]2[C@@H](c3ccc(C(F)(F)F)cc3)N[C@]3(CCCN(Cc4ccco4)C3=O)[C@H]2C(=O)N1Cc1ccccc1	x	x	-20	-17
Cc1ccc(C)c2c1CCCC2=O	x	x	-5	1
CC(C)(C)Cc1c(-c2ccc(F)cc2)nc2ccc(Br)cn12	x	x	7	-14
C[C@H](O)[C@@H]1C(=O)N2CCc3c([nH]c4ccccc34)[C@@H]2C[C@@H]1N(C)C(=O)Nc1ccc(F)cc1	x	x	4	-6
O=C(Cn1nnc(-c2ccc(Cl)cc2)n1)NC(=O)NC1CCCC1	x	x	76	11
COc1ccccc1N(C(C)=O)C1=C(Cl)C(=O)c2ccccc2C1=O	x	x	7	-15
C=CCN1C(c2cccc(C(F)(F)F)c2)=CS/C1=C(\C#N)c1nnc(N2CCOCC2)n1-c1ccccc1	x	x	-38	-30
COc1ccc(CNC(=O)COC(=O)c2cc(C)oc2C)cc1	x	x	1	3
Nc1ncnc(N)c1NC(=O)c1ccc(OCc2ccccc2)cc1	x	x	-4	-5
Cc1ccc(CSC2=NCCN2S(=O)(=O)c2ccc(C)cc2)cc1	x	x	2	u
C[C@@H]1CN([C@H](C)CO)C(=O)CCCn2cc(nn2)CO[C@H]1CN(C)C(=O)Nc1cccc2ccccc12	x	x	9	-18
NS(=O)(=O)c1ccc(NCc2cnc3ccccc3n2)cc1	x	x	11	10
C[C@@H]1CN([C@H](C)CO)S(=O)(=O)c2ccc(Br)cc2O[C@@H]1CN(C)C(=O)CN1CCOCC1	x	x	-15	1
CCOC(=O)CN(c1sc(C)c(C)c1C(=O)OCC)S(=O)(=O)c1ccc(C)cc1	x	x	-4	-4
C[C@H]1CN([C@@H](C)CO)C(=O)CCCn2nncc2CO[C@H]1CN(C)S(=O)(=O)c1cccs1	x	x	-4	-3
Cc1nnc(Cc2ccccc2)c2n[nH]c(C)c12	x	x	-14	2
CC1(C)CC(=O)C=C(c2ccccc2-c2ccc(S(C)(=O)=O)cc2)C1=O	x	x	-9	-1
CN(C)c1nc2c(N)ncnc2n1C1OC(CO)C(O)C1O (centres undefined)	-8	12%	-1	x
Cc1cc(NCCCCCCCNc2cc(C)nc3cc([N+](=O)[O-])ccc23)c2ccc([N+](=O)[O-])cc2n1	3	-7%	-19	x
c1ccc(CC(Cc2ccccc2)c2ccccn2)cc1	-9	0%	-15	x
COc1ccc(OC)c(/C=C/c2ccnc3ccccc23)c1	-2	-12%	16	x
Nc1cc2[nH]c(=O)c3ccccc3c2cc1[N+](=O)[O-]	u	-10%	1	x
CC(=O)NC(CC(C)C)C(=O)NC(Cc1ccccc1)C(=O)CCl (centres undefined)	-1	-9%	5	x
O=C(NNc1ccccc1)c1ccccc1	3	1%	-29	x
O=C(NC1CCCCC1)c1csnn1	1	7%	18	x
N=NC(=O)c1ccccc1Nc1c(O)[nH]c2ccccc12	u	-9%	7	x
COc1ccccc1C=NN=C1c2ccccc2-c2ccccc21	-7	11%	-4	x
O=C(c1ccco1)N1CCN(C(=O)c2ccco2)C1=S	-4	0%	-4	x
COc1cccc2c3cccc(OC)c3c3[nH]cnc3c12	-27	-7%	5	x
COC1=CC(=O)C(OC)=C(OC)C1=O	9	-24%	4	x
Cc1cc(C(F)F)n2nc(C(=O)Nc3ccc(S(=O)(=O)N4CCCCCC4)cc3)nc2n1	-8	2%	1	x
O=C(OCC1COC(c2ccccc2)(c2ccccc2)O1)c1ccccc1 (centres undefined)	10	13%	-1	x
CCOc1ccc(NC2=CC(=O)C(=O)c3ccccc32)cc1	-18	-12%	-4	x
N#CC(=C(O)COC(=O)CCC1CCCCC1)c1nc2ccccc2[nH]1	6	12%	8	x
Cc1ccccc1S(=O)(=O)N1C[C@H]2CON(C)[C@H]2C[C@H]1c1cccc(N2CCOCC2)c1	16	2%	-8	x
COc1cc(C2c3cc4c(cc3OC(N3CCCC3)C2C)OCO4)cc(OC)c1O (centres undefined)	-4	-14%	-12	x
C[n+]1c(-c2ccccc2)cc2c(=Cc3ccc([N+](=O)[O-])cc3)c3ccccc3n21	-5	-9%	23	x
S=c1c2[nH]cnc2ncn1CCSc1ncnc2nc[nH]c12	-7	-1%	-4	x
CC(=O)C1CCC2C3CCC4=CC(=O)CCC4(C)C3(F)C(O)CC12C (centres undefined)	-9	1%	-1	x
COC(=O)C1(Cc2ccc3c(c2)CCC3)Cc2ccc3c(c2C1=O)CCC3 (centres undefined)	-9	-9%	-4	x
CNc1nc(NC)c2cn[nH]c2n1	12	11%	-3	x
[O-]C(=C(C(=S)Nc1cccc2ccccc12)[n+]1cccc(CO)c1)c1ccc(Cl)s1	15	7%	13	x

25 neighbouring records from above, for reference:
SMILES	Giardia killer	uPA surface inh	hERG WT inh	KCNH2 3.1 inh
C[C@H]1CN([C@@H](C)CO)C(=O)CCCn2nncc2CO[C@H]1CN(C)S(=O)(=O)c1cccs1	x	x	-4	-3
Cc1nnc(Cc2ccccc2)c2n[nH]c(C)c12	x	x	-14	2
CC1(C)CC(=O)C=C(c2ccccc2-c2ccc(S(C)(=O)=O)cc2)C1=O	x	x	-9	-1
CN(C)c1nc2c(N)ncnc2n1C1OC(CO)C(O)C1O (centres undefined)	-8	12%	-1	x
Cc1cc(NCCCCCCCNc2cc(C)nc3cc([N+](=O)[O-])ccc23)c2ccc([N+](=O)[O-])cc2n1	3	-7%	-19	x
c1ccc(CC(Cc2ccccc2)c2ccccn2)cc1	-9	0%	-15	x
COc1ccc(OC)c(/C=C/c2ccnc3ccccc23)c1	-2	-12%	16	x
Nc1cc2[nH]c(=O)c3ccccc3c2cc1[N+](=O)[O-]	u	-10%	1	x
CC(=O)NC(CC(C)C)C(=O)NC(Cc1ccccc1)C(=O)CCl (centres undefined)	-1	-9%	5	x
O=C(NNc1ccccc1)c1ccccc1	3	1%	-29	x
O=C(NC1CCCCC1)c1csnn1	1	7%	18	x
N=NC(=O)c1ccccc1Nc1c(O)[nH]c2ccccc12	u	-9%	7	x
COc1ccccc1C=NN=C1c2ccccc2-c2ccccc21	-7	11%	-4	x
O=C(c1ccco1)N1CCN(C(=O)c2ccco2)C1=S	-4	0%	-4	x
COc1cccc2c3cccc(OC)c3c3[nH]cnc3c12	-27	-7%	5	x
COC1=CC(=O)C(OC)=C(OC)C1=O	9	-24%	4	x
Cc1cc(C(F)F)n2nc(C(=O)Nc3ccc(S(=O)(=O)N4CCCCCC4)cc3)nc2n1	-8	2%	1	x
O=C(OCC1COC(c2ccccc2)(c2ccccc2)O1)c1ccccc1 (centres undefined)	10	13%	-1	x
CCOc1ccc(NC2=CC(=O)C(=O)c3ccccc32)cc1	-18	-12%	-4	x
N#CC(=C(O)COC(=O)CCC1CCCCC1)c1nc2ccccc2[nH]1	6	12%	8	x
Cc1ccccc1S(=O)(=O)N1C[C@H]2CON(C)[C@H]2C[C@H]1c1cccc(N2CCOCC2)c1	16	2%	-8	x
COc1cc(C2c3cc4c(cc3OC(N3CCCC3)C2C)OCO4)cc(OC)c1O (centres undefined)	-4	-14%	-12	x
C[n+]1c(-c2ccccc2)cc2c(=Cc3ccc([N+](=O)[O-])cc3)c3ccccc3n21	-5	-9%	23	x
S=c1c2[nH]cnc2ncn1CCSc1ncnc2nc[nH]c12	-7	-1%	-4	x
CC(=O)C1CCC2C3CCC4=CC(=O)CCC4(C)C3(F)C(O)CC12C (centres undefined)	-9	1%	-1	x

(list continues)
SMILES	Giardia killer	uPA surface inh	hERG WT inh	KCNH2 3.1 inh
O=C(Cc1cccc(NC(=O)C2CCCN(C(=O)c3ccccc3)C2)c1)Nc1cccc(C(=O)N2CCOCC2)c1 (centres undefined)	7	-5%	1	x
CC(C)CC(NC(=O)OCc1ccccc1)C(=O)NC(Cc1ccccc1)C(=O)CCl (centres undefined)	14	-10%	-6	x
C1CCN(CC2CCCCN2)CC1 (centres undefined)	1	2%	7	x
COc1cc(N(C)C)ccc1C=c1c2ccccc2n2c1cc(-c1ccccc1)[n+]2C	-27	-12%	-2	x
COC1C(CO)OC(n2c3c(Cl)cccc3c3c4c(c5c6cccc(Cl)c6[nH]c5c32)C(=O)NC4=O)C(O)C1O (centres undefined)	10	-9%	-4	x
O=CN/C=C/c1cccc(O)c1	-9	5%	-16	x
CC(C)(O)CN(C(=O)c1ccccc1)C1CCCCC1	3	-4%	-4	x
Cc1ccccc1-c1cccc([C@@H]2C[C@H]3[C@H](CON3C)CN2S(=O)(=O)c2ccccc2C)c1	18	-8%	-7	x
O=C(NC1CC1(c1ccccc1)c1ccccc1)c1ccccc1 (centres undefined)	-3	5%	21	x
O=C1NC(c2ccccc2)N=C2Oc3ccccc3C=C12 (centres undefined)	-13	-16%	-2	x
